Dengue-2 NS5 capping – Dengue-2 NS5 methyltransferase inhibitors, primary screen, biochemical, confirmation dose response (AID 588689) | Dengue-2 NS5 methyltransferase capping enzyme assay, biochemical; higher % means a stronger effect | actives 0.3% (n = 340,000) | inhibition, % at 25 µM, or IC50 in µM where a hit was titrated; in the data active means a potency from the dose series; inconclusive means inhibition above about 29% without an active follow-up result
RSV CPE inhibition – inhibition of RSV-induced cytopathic effect – HEp-2 cells, primary 10 µM value included (AID 2391) | HEp-2 cells, RSV-induced CPE inhibition; higher % means a stronger effect | one-dose CPE inhibition, % at 10 µM; IC50 in µM for titrated hits | actives 0.13% (n = 310,000); in the data active means a potency from the dose series; inconclusive means CPE inhibition mostly from about 23% at the one dose, without a potency; inactive means the rest, 99 in 100 with CPE inhibition below about 21%; further: strong numbers were not always called active
Large T inhibition – TAg ATPase/helicase activity blockers – biochemical (AID 1903). actives 0.39% (n = 310,000). SV40 large T antigen ATPase/helicase inhibition assay; higher % means a stronger effect. inhibition, % at 20 µM; hits with a dose series show IC50 in µM; in the data active means a potency from the dose series; inconclusive means inhibition mostly from about 32% at the one dose, without a potency; inactive means the rest, 99 in 100 with inhibition below about 32%; further: strong numbers were not always called active
ER stress rescue – protection against thapsigargin-triggered cell killing – 384-well, CSM14.1, ATP luminescence, primary screen (AID 1222); CSM14.1 thapsigargin-induced death rescue, ATP luminescence; higher % means a stronger effect; 190,000 tested, under 10 active; one-dose cellular ATP content (survival), % at 20 µM; EC50 in µM for titrated hits;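 active means EC50 below 50 µM in the dose-response confirmation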;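 further: death triggered by thapsigargin at about 15 µM added after 2 h compound pretreatment; cell ATP read after overnight thapsigargin exposure of roughly 18 to 22 hours; normalized against plate controls of thapsigargin alone and 5% DMSO vehicle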
UTI89 phage lysis – protection from phage-mediated lysis, alamar blue read-out – E. coli UTI89, K1F phage, bacterial capsule biogenesis inhibitors (AID 488966); E. coli UTI89 K1F phage lysis, alamar blue, 2 h; higher % means a stronger effect; inhibition, % at 100 µM; hits with a dose series show IC50 in µM; actives 0.02% (n = 340,000);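 active means phage lysis inhibition, versus mean bacterial control, above a set limit; inconclusive means no clear call, values can overlap the other calls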;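 further: capsule biogenesis inhibitors block K1F phage lysis so surviving cells raise fluorescence; higher fluorescence means more inhibition of phage lysis; actives were called in the ten point dose series up to 300 µM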
West Nile antiviral – inhibition of WNV-induced cytopathic effect – cell-based, CPE readout (AID 1621); West Nile virus-infected cells, CPE inhibition; higher % means a stronger effect; CPE inhibition, % at 10 µM; hits with a dose series show IC50 in µM; actives 0.02% (n = 290,000); in the data active means a potency from the dose series; inconclusive means CPE inhibition mostly from about 3.7% at the one dose, without a potency; inactive means the rest, 99 in 100 with CPE inhibition below about 2.2%; further: strong numbers were not always called active
XIAP displacement – small molecules displacing peptide from XIAP – biochemical, IAP family, fluorescence polarization (AID 1018); XIAP BIR domain, fluorescence polarization peptide displacement; higher % means a stronger effect; one-dose displacement, % at 20 µM; IC50 in µM for titrated hits; actives 0.007% (n = 200,000); in the data active means displacement above about 50%; further: a part of the inactive calls stands beside numbers as strong as those of hits
Yfh1-off respiration – mitochondrial function rescue without frataxin homolog – Friedreich's ataxia, plus single-dose screen, dose response (AID 1465). one-dose fold induction at 50 µM; EC50 in µM for titrated hits. S. cerevisiae Yfh1-off respiration, WST-1 reduction, 72 h; higher fold induction means a stronger effect. actives 0.074% (n = 220,000);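 active means fold induction of absorbance versus untreated yeast above a set limit, then at least 30% activation at any dose in follow-up; inconclusive means repeats straddling the limit, or above it without dose testing; inactive means fold induction below the set limit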;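 further: activators that raise dye reduction in frataxin-depleted yeast; strong numbers were not always called active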
WT yeast gro inh – growth inhibition of WT yeast, mitochondrial fusion screen; mitochondrial fusion phenotypic screen, WT strain; inhibition, % at 10 µM; actives 2.1% (n = 190,000); AID 1362; in the data active means inhibition above about 58%; tested in S. cerevisiae
WT yeast gro inh mutant strain – recorded beside WT yeast gro inh, whose call it bears; inhibition, %; mitochondrial fusion phenotypic screen, mutant strain inhibition
Dengue-2 NS5 capping pilot replicate – further read-out of Dengue-2 NS5 capping, marked with its call; inhibition, %; measured here: pilot screen replicate inhibition
An asterisk follows results filed as active; i = inactive; ? = inconclusive; . = not tested or not shown; [ ] = another dose, or the depositor's remark.

SMILES | Dengue-2 NS5 capping | RSV CPE inhibition | Large T inhibition | ER stress rescue | UTI89 phage lysis | West Nile antiviral | XIAP displacement | Yfh1-off respiration | WT yeast gro inh | WT yeast gro inh mutant strain | others
COC(=O)CN1C(=O)NC2(CCCc3ccccc32)C1=O (stereo unspecified) | -0.7% | 1.7% | 3.8% | . | 0.0% | -0.5% | . | . | . | .
O=C(NC1CCCC1)C(c1ccccn1)N(C(=O)c1csnn1)c1ccccc1Cl (stereo unspecified) | 1.7% | 1.2% | 1.6% | . | 0.4% | -0.2% | . | . | . | .
CN(C)CCCC1(O)c2ccccc2CCc2ccccc21 | 0.7% | -0.7% | 21.8% | -0.5% | 0.2% | 0.5% | -2.1% | i | -3.9 | 6.5
O=C(NCc1ccccc1)c1ccc(Cn2cc(C(F)(F)F)ccc2=O)cc1 | -8.5% | -0.2% | 25.3% | 2.0% | 0.1% | -0.1% | -5.6% | i | 20.6 | 0.1
Cc1cc(S(=O)(=O)N2CCN(c3ccccn3)CC2)ccc1F | -14.3% | 2.1% | 13.8% | . | 0.4% | -1.8% | . | . | . | .
Cc1cc(CN(C)C(=O)c2ccc(OC3CCN(S(=O)(=O)N(C)C)CC3)cc2)n[nH]1 | -6.2% | 0.6% | . | . | 0.8% | -0.1% | . | . | . | .
CCOc1ccc(NC(=S)N2CCC(N(C)CC3CCCO3)CC2)cc1 (stereo unspecified) | 6.5% | -0.2% | 17.1% | -2.1% | 3.1% | -0.8% | -12.4% | i | -8.2 | 1.6
C/C(=N\NC(=O)c1ccncc1)c1cc2ccccc2oc1=O | -6.4% | 0.8% | -1.5% | 0.0% | 1.2%[50 µM] | -0.2% | -33.3% | i | -8.2 | -8.2
CN(Cc1ccco1)C(=O)C1CCC(=O)N1Cc1ccc(F)cc1 (stereo unspecified) | 2.1% | -0.8% | 2.9% | -0.6% | 1.7% | -0.3% | 0.0% | i | -0.6 | 1.4
CC(NC(=O)CCC(=O)c1ccccc1)c1ccc(F)cc1 (stereo unspecified) | 0.7% | -1.7% | 4.5% | . | 0.6%[50 µM] | . | . | . | . | .
NC1=NC(=O)/C(=C/c2ccc(Br)cc2)S1 | -7.5% | 1.8% | 7.2% | . | 0.0% | -0.4% | . | . | . | .
COc1ccc(O)c(-c2cc(C(F)(F)C(F)F)nc(-c3ccccc3)n2)c1 | 0.0% | 0.9% | 10.1% | -1.0% | 5.1% | -0.2% | -3.4% | i | -1.5 | -15.7
CCCCCOc1ccc(C(=O)OC(C)C(=O)NCc2ccco2)cc1 (stereo unspecified) | 3.9% | 4.1% | 27.9% | . | -0.2% | 1.7% | . | . | . | .
CN(Cc1ccon1)Cc1cn(Cc2ccccc2)nc1-c1ccc2c(c1)OCO2 | -0.9% | 2.7% | 6.9% | 1.0% | 0.2% | -0.7% | -3.0% | i | 26.4 | 6.2
Cc1ccc(C)c(NC(=S)Nc2cccnc2)c1 | 1.5% | 6.5% | 4.9% | -1.2% | 0.1% | 0.1% | -9.9% | i | -0.9 | -3.1
Cc1nc2ccccc2c(=O)n1NC(=O)/C=C/c1ccccc1Cl | -2.7% | 3.1% | 1.6% | -1.2% | 0.1% | 0.0% | 14.0% | i | -6.5 | -13.1
O=C(NC(=S)Nc1ccc2oc(-c3cccnc3)nc2c1)c1cccc(Cl)c1 | -7.6% | 1.6% | 3.6% | 7.3% | 0.2% | . | -2.1% | . | -12.2 | -29.5
Cc1c(N(CC(=O)O)S(=O)(=O)c2ccccc2)c(=O)n(-c2ccccc2)n1C | 2.3% | 2.5% | -0.3% | 0.7% | 1.9% | -0.3% | 12.7% | i | 2.4 | -16.6
O=C(CNC(=O)CNC(=O)c1ccc(Cl)cc1Cl)NCc1cccc(Cl)c1 | -4.0% | 1.4% | 0.8% | . | 1.7% | -0.2% | . | . | . | .
CCc1cc(=O)oc2cc(C)cc(OCC(=O)NCc3ccccn3)c12 | 0.5% | 3.9% | 10.2% | . | 0.1% | -0.2% | . | . | . | .
Cc1ccc(S(=O)(=O)Nc2ccccc2F)cc1C(=O)NNC(=O)c1csc(N2CCOCC2)n1 | 7.3% | 0.0% | 4.6% | . | 0.3%[50 µM] | . | . | . | . | .
CCC(Oc1ccccc1)C(=O)Nc1ccccc1N1CCCCC1 (stereo unspecified) | -3.3% | 10.8% | 5.8% | . | 1.4%[50 µM] | 0.4% | . | . | . | .
CC(=O)NC1CCN(CC(=O)Nc2cccc([N+](=O)[O-])c2)CC1 | -3.2% | -0.2% | 7.3% | 0.5% | -0.3% | 0.0% | -1.3% | i | -13.4 | 12.0
CCOC(=O)N1CCN(c2c(NCc3cccs3)c(=O)c2=O)CC1 | -0.7% | 0.9% | 5.5% | 0.9% | -0.3% | 0.5% | -8.2% | i | -4.8 | -14.2
Cc1cccc(C)c1OCc1cc(C(=O)N(Cc2nccn2C)C(C)C)no1 | -5.2% | 0.9% | -1.0% | . | -0.2% | -1.1% | . | . | . | .
(cont.)
SMILES | Dengue-2 NS5 capping | RSV CPE inhibition | Large T inhibition | ER stress rescue | UTI89 phage lysis | West Nile antiviral | XIAP displacement | Yfh1-off respiration | WT yeast gro inh | WT yeast gro inh mutant strain | others
COc1ccc(-n2cc(CNCc3cccnc3)c(-c3cccc(F)c3)n2)cc1 | -10.7% | 2.1% | 6.1% | 2.2% | 0.2% | -0.5% | -6.0% | i | 35.8 | 20.4
Cn1nc(C(F)(F)F)c(-c2ccccc2)c1NC(=O)c1cccnc1 | 7.0% | . | 14.9% | . | 0.8% | -0.1% | . | i | . | .
CCNC(=O)CSc1nnc(-c2cccs2)o1 | -2.1% | 1.8% | -5.8% | -0.5% | 1.7% | 0.0% | -3.0% | i | 9.1 | -27.7
Cc1cc(O)c(C(=O)Cc2csc(C)n2)c(O)c1 | -7.0% | -1.0% | 7.9% | -1.3% | 0.1% | -0.6% | -8.5% | i | 3.4 | -13.7
COc1ccc(S(=O)(=O)N2CCOCC2)cc1OC | -2.5% | 1.1% | -0.2% | -1.4% | 3.1%[50 µM] | -0.2% | 2.4% | i | 0.9 | -6.1
CCNC(=O)CN(CCc1ccccc1)S(=O)(=O)c1ccc(OC)cc1 | -6.2% | 1.8% | 1.8% | 0.0% | 0.7% | 0.1% | -3.1% | i | -0.4 | -16.5 | Dengue-2 NS5 capping pilot replicate=-6.1
CCOc1cc(/C=C2\SC(=S)N(Nc3ccccc3)C2=O)ccc1O | -8.7% | 4.8% | 5.4% | -1.6% | -0.4% | . | -11.6% | . | 68.6* | 60.0*
Cc1ccccc1NC(=O)COC(=O)CCSc1ccccc1 | -5.4% | -1.7% | 11.1% | -1.9% | 0.0% | 0.5% | -11.4% | i | -5.4 | -19.5
COc1cc(/C=C/C(=O)O)cc(S(=O)(=O)NCC2CCCO2)c1OC (stereo unspecified) | -7.2% | 0.4% | 12.1% | . | 0.1% | 0.2% | . | i | . | .
C=CCc1ccc(OC(=O)NC2CCCCC2)c(OC)c1 | -4.6% | 0.8% | 10.1% | . | 0.2% | -0.6% | . | . | . | .
O=C(CCC(=O)N1CCOc2ccccc21)NCCCN1CCN(Cc2ccccc2)CC1 | -2.8% | 0.2% | 11.2% | . | 0.2% | -0.6% | . | . | . | .
Nc1ccc(SC(F)(F)F)cc1 | -4.6% | 0.5% | 7.5% | . | -0.1% | 0.1% | -3.5% | i | -16.6 | 12.4
O=C(O)c1ccc(S(=O)(=O)N2CCC(c3nc(-c4ccccc4Cl)no3)CC2)cc1 | 0.0% | 2.2% | 7.3% | 1.5% | 0.3% | 0.6% | -2.0% | i | 43.0 | 0.2
O=S(=O)(CCN1C=CC(C(F)(F)F)=NCC1)c1ccc(F)cc1 | -1.6% | -0.5% | 7.8% | . | 0.3% | 0.0% | . | i | . | .
Cn1c(CN2CCOCC2)nc2cc(NC(=O)c3ccc(F)cc3)ccc21 | -8.4% | 5.0% | 6.7% | -3.1% | 0.2% | -0.3% | 1.9% | i | -3.8 | -17.9
Cc1cc(C(=O)COC(=O)c2nccnc2N)c(C)n1C | -8.1% | 0.1% | 8.1% | -2.2% | 0.1% | -0.1% | -5.2% | i | 9.4 | 3.8
Cc1ccc2nc(NC(=O)CSCC(=O)OCC(=O)c3ccccc3)sc2c1 | -1.3% | 0.9% | 9.5% | -2.1% | 0.9%[50 µM] | -0.4% | 4.8% | i | -6.0 | -45.6
CCCCn1c(=O)c2c(O)cc(=O)oc2c2ccccc21 | 7.5% | -1.0% | 7.5% | -0.8% | 0.4% | . | -8.0% | . | 3.0 | 3.6 | Dengue-2 NS5 capping pilot replicate=0.9
CC1CC2(CCCCC2)Nc2c1ccc1ccccc21 (stereo unspecified) | 3.4% | -0.2% | 7.1% | 1.4% | 0.8% | 0.3% | -2.4% | i | 8.0 | -19.6
COc1cc2[nH]c(=O)n(CCCCCC(=O)NCCCN3CCOCC3)c(=O)c2cc1OC | -6.1% | -0.3% | 9.9% | -0.2% | -0.6% | -0.1% | -5.0% | i | -2.6 | 1.1
CC1CCCN(CCOc2ccc(Br)cc2)C1 (stereo unspecified) | -9.6% | 2.6% | 18.2% | -2.8% | -0.1% | -0.5% | -7.4% | i | -7.9 | 14.9
Cc1ccc(C(=O)NCc2ccncc2)cc1S(=O)(=O)N1CCCCC1 | -1.3% | 1.1% | 11.6% | . | 1.0%[50 µM] | -0.4% | . | . | . | .
O=[N+]([O-])c1ccc2nc(Cl)nc(-c3ccccc3)c2c1 | -5.3% | 1.3% | 13.9% | . | 4.5%[50 µM] | -0.6% | . | . | . | .
O=[N+]([O-])c1ccc(N2CCN(Cc3ccccc3)CC2)c(S(=O)(=O)N2CCOCC2)c1 | -0.7% | 0.9% | 4.3% | 1.5% | 0.2% | -0.3% | -1.1% | i | -22.9 | -11.2
N#Cc1ccccc1Cn1c(=O)n(CCCC(=O)NCc2ccc3c(c2)OCO3)c(=O)c2ccccc21 | -6.9% | 3.3% | 4.2% | -2.3% | 2.2% | 0.2% | -3.7% | i | 2.4 | -19.8
C/C(=N\NC(=O)Cc1csc(N2CCOCC2)n1)c1ccc(Cl)c(Cl)c1 | -2.3% | ? | 13.0% | -1.4% | -0.2% | 0.0% | 20.4% | i | 10.5 | 15.1
O=C1CCCCN1CC(=O)N1CCCC(N2CCN(c3ccccc3F)CC2)C1 (stereo unspecified) | -14.8% | 2.1% | 10.5% | . | 0.2% | -0.3% | . | . | . | .
Oc1ccc(N=Nc2cccc(C(F)(F)F)c2)cc1C=Nc1ccc(N2CCOCC2)cc1 | -0.6% | 3.0% | 6.0% | 0.4% | -0.6%[50 µM] | -0.7% | -3.8% | i | 28.9 | 31.6
